Screens as filed in PubChem.
SSB-PriA inh: inhibitors of Klebsiella pneumoniae PriA binding to SSB C-terminal tail, primary screen, biochemical, AlphaScreen; PriA–SSB C-terminal tail interaction (Klebsiella pneumoniae); AlphaScreen SSBct-PriA binding, biotinylated peptide; inhibition, % at 33 µM; 0.6% of 430,000 active; in the data active = inhibition mostly above about 37%, no sharp cut-off; inactive = mostly below about 20%;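 also: plate controls were negative control peptide for no effect and reference peptide for full effect; strong numbers were not always called active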
BH1578 lux ind: inducers of Vibrio cholerae quorum light production without autoinducers, primary screen, BH1578 luxS cqsA deficient, single point; V. cholerae BH1578 lux reporter, luminescence, 6 h; activation, % at 18.7 µM; 0.16% of 350,000 active; in the data active = activation mostly above about 9.7%, no sharp cut-off; also: not every result past the cut was called active; inactives centre near 0; reference of the scale not given here
Rv3671c protease: Rv3671c serine protease inhibitors, primary screen, biochemical, fluorescence polarization, M. tuberculosis H37Rv. inhibition, % at 5.96 µM. 0.048% of 320,000 active. AID 2606, 2010; in the data active = inhibition above about 38%;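 also: extracellular domain of Rv3671c used as enzyme; 0% = enzyme with DMSO and 100% = no enzyme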
Target sequence (P9WHR9 whole entry, looked up, the tested form may be a part): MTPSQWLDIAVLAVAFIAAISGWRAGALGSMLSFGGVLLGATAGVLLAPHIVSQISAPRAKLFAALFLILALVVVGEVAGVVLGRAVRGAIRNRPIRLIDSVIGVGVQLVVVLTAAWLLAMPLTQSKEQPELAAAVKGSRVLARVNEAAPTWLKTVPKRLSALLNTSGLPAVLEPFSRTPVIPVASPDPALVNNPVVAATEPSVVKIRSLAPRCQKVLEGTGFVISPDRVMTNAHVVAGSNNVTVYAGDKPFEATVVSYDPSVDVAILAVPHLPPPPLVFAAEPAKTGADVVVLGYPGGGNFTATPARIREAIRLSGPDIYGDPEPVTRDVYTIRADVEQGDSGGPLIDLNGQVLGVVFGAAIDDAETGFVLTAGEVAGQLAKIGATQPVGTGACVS
3CLpro inhibitor: SARS-CoV 3CLpro protease inhibitors, primary screen, biochemical, quenched FRET. Replicase polyprotein 1ab (Severe acute respiratory syndrome coronavirus), P0C6X7. recombinant SARS-CoV 3CLpro, quenched FRET peptide cleavage. inhibition, % at 6 µM. 0.14% of 290,000 active. AID 1706, 2009; in the data active = inhibition above about 12%
TcdB GH inh: TcdB glycohydrolase inhibitors, primary screen, biochemical, single point, plate reader | 0.24% of 350,000 active | TcdB glycohydrolase enzymatic assay | inhibition, % at 9.99 µM | AID 652162, 2013; in the data active = inhibition above about 10%
DUSP3 inh: VHR1 phosphatase inhibitors, primary screen, biochemical, absorbance, uHTS; 0.52% of 290,000 active; recombinant VHR phosphatase, pNPP absorbance; AID 1654, 2009; inhibition, % at 13.3 µM; in the data active = inhibition above about 50%; also: some compounds called inactive have numbers as strong as hits
Target sequence (P51452 whole entry, looked up): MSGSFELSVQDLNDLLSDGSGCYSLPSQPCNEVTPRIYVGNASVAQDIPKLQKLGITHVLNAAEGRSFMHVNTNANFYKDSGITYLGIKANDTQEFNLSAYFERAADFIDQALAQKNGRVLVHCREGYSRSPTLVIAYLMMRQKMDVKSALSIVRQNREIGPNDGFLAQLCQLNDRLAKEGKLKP
CCHFV vOTU inh: CCHFV vOTU protease inhibitors, primary screen, biochemical, Pep-AMC substrate, fluorescence; Crimean-Congo hemorrhagic fever virus L polyprotein viral ovarian tumor (vOTU) protease …; inhibition, % at 11.5 µM; 0.55% of 370,000 active; in the data active = inhibition above about 30%; also: 0% = vehicle wells with enzyme and 100% = no enzyme wells
MazF activator: activators of E. coli MazEF toxin-antitoxin RNase, primary screen, biochemical, fluorescence, uHTS; FAM/BHQ RNA-DNA oligo cleavage fluorescence, 5 h; AID 504720, 2011; activation, % at 20 µM; 0.32% of 350,000 active; Endoribonuclease toxin MazF (Escherichia coli (strain K12)), P0AE70; in the data active = activation above about 50%
Target sequence (P0AE70 whole entry, looked up): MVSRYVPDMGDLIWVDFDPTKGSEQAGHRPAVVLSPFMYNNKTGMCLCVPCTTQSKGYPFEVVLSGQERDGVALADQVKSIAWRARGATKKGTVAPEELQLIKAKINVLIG
Yp Topo-I inh: Yersinia pestis topoisomerase I inhibitors, primary screen, biochemical, cleavage product accumulation, plate reader, single point | Y. pestis Topo-I cleavage product accumulation | activity, % at 10 µM | 0.064% of 360,000 active | AID 504884, 2011; in the data active = activity above about 50%, passing the limit was not always enough; also: inactives centre near 2
PrPC surface inh: inhibitors of human cell surface prion protein PrPC, primary screen, cell-based, TR-FRET | Major prion protein (Homo sapiens), P04156 | TR-FRET read-out | inhibition, % at 13.8 µM | 0.43% of 370,000 active | AID 720596, 2013; in the data active = inhibition above about 24%; also: 0% = median of the test wells and 100% = reference compound wells
* marks the source's active call; other numbers are inactive results; i = inactive; . = not tested or not shown; & = joins results of further samples. The list is partial; rates above refer to the full screens.

SMILES	SSB-PriA inh	BH1578 lux ind	Rv3671c protease	3CLpro inhibitor	TcdB GH inh	DUSP3 inh	CCHFV vOTU inh	MazF activator	Yp Topo-I inh	PrPC surface inh
O=C(NCCc1ccccc1)C1Cc2c(-c3ccc(Cl)cc3)ccnc2O1 (stereo unspecified)	.	-0.3	.	.	-4.4	.	8	.	-7	4
CC(C)n1cnc2c(N(C)c3ccccc3)nc(N(CCN(C)C)Cc3ccccc3)nc21	30	-0.8	7	.	3.4	0	7	17	32	-7
CCOC(=O)N1CCN(C(=S)Nc2ccccc2C)CC1	6	-0.3	-7	-3	0.3	-7	-9	-4	4	0
Cc1ccc(CNC(=O)CSCC(=O)O)cc1	-9	-0.6	-1	6	.	2	3	-5	4	-5
O=C(NCCN1CCOCC1)c1ccc2c(c1)N(Cc1ccccc1)CCS2	5	0.9	-13	4	0.6	17	-142	2	20	2
Cc1ccccc1-c1nc(CS(=O)(=O)CC(=O)NCCc2ccccc2)c(C)o1	-4	i	0	0	1.8	-64	39*	-3	34	-2
Cc1ccc2nc3c(cc(C(=O)NCC4CCCO4)c(=N)n3CC3CCCO3)c(=O)n2c1 (stereo unspecified)	-7	-0.1	1	-3	.	-10	.	2	-2	.
CC(SCc1ccccc1)C(=O)N/N=C/c1cc2c(cc1Br)OCO2 (stereo unspecified)	.	-1.3	-12	4	.	14	2	10	23	3
Cc1nc(S(=O)(=O)N(C)Cc2ccccc2)c(C#N)c(C)c1Cl	0	3.3	-6	1	64*	18	6	3	7	-7
CCOCCCNC(=O)CCN1C(=O)c2ccccc2Sc2ncccc21	0	i	1	2	0.3	-18	-2	-1	-1	-3
COc1cccc(C(=O)OCc2cc(=O)oc3c(C)c(C)ccc23)c1OC	-7	-0.3	-1	0	0.0	36	2	27	6	-5
CN(CCc1ccccc1)C(=O)c1ccc(NC(=O)Cc2ccc(NC(=O)C3CCN(C(=O)C4CCC4)CC3)cc2)cc1	-15	i	.	.	1.1	.	4	-2	22	0
O=C(/C=C/c1ccccc1)OCCN=C1NS(=O)(=O)c2ccccc21	-5	-0.3	-8	3	1.3	-8	-6	-1	7	1
CCOC(=O)C1CCN(S(=O)(=O)c2ccc(Cl)s2)CC1	-7	-0.4	-4	-6	3.0	-2	1	4	10	-3
Cc1cc2occ(CC(=O)Nc3nnc(C4CC4)s3)c2cc1C	-11	i	-1	3	.	23	4	8	-3	-7
CC(=O)NNC1=Nc2ccccc2N(C)C(C)C1 (stereo unspecified)	-22	-0.2	-13	0	.	-11	-18	3	7	-4
COc1ccc(/C=N/NC(=O)c2c(C)nc3ccc(Cl)cn23)cc1OC	.	i	-4	-8	0.7	10	2	4	-1	-3
O=C(CN1C2CCCC1CC(NC(=O)c1ccccc1)C2)Nc1nccs1 (stereo unspecified)	-4	-0.4	-3	1	.	27	-11	6	5	-4
CCc1nc2ccc(C(=O)NCCCN3CCCC3=O)cn2c1N(CC)C(C)=O	.	i	.	.	0.4	.	-13	.	6	3
CCCCOc1ccc(CNC(=O)NS(=O)(=O)c2ccc(OCC(C)C)cc2)cc1	-18	-0.4	-10	-5	.	25	0	-5	6	-4
Cc1csc(=O)n1CCC(=O)OCc1nnc(-c2ccc(Cl)cc2)o1	-8	-1.1	.	.	1.4	.	-4	-3	1	3
CCN(CC(=O)NCc1cccs1)C(=O)c1ccc(S(=O)(=O)Nc2ccccc2)cc1	-6	-0.4	-3	.	0.7	.	-1	1	-1	-4
C[C@H](NC(=O)c1ccccc1)C(=O)OCC(=O)Nc1ccc2c(c1)OCO2	-12	-0.8	-3	.	0.3	.	4	4	-8	6
COc1cc(SC)ccc1C(=O)OCC(=O)NC1CCCCC1	-6	-0.6	-14	1	0.3	24	-9	11	9	4
CC(CCc1ccccc1)NS(=O)(=O)c1ccc(Cl)c(C(=O)O)c1 (stereo unspecified)	0	-0.5	-8	2	0.2	-11	5	4	7	2

Rewritten field by field: part of the list above
> Cc1cc2occ(CC(=O)Nc3nnc(C4CC4)s3)c2cc1C
  SSB-PriA inh: -11 | BH1578 lux ind: i | Rv3671c protease: -1 | 3CLpro inhibitor: 3 | TcdB GH inh: . | DUSP3 inh: 23 | CCHFV vOTU inh: 4 | MazF activator: 8 | Yp Topo-I inh: -3 | PrPC surface inh: -7
> CC(=O)NNC1=Nc2ccccc2N(C)C(C)C1 (stereo unspecified)
  SSB-PriA inh: -22 | BH1578 lux ind: -0.2 | Rv3671c protease: -13 | 3CLpro inhibitor: 0 | TcdB GH inh: . | DUSP3 inh: -11 | CCHFV vOTU inh: -18 | MazF activator: 3 | Yp Topo-I inh: 7 | PrPC surface inh: -4

Back to the main list, starting 4 compounds before the break.
SMILES	SSB-PriA inh	BH1578 lux ind	Rv3671c protease	3CLpro inhibitor	TcdB GH inh	DUSP3 inh	CCHFV vOTU inh	MazF activator	Yp Topo-I inh	PrPC surface inh
CCN(CC(=O)NCc1cccs1)C(=O)c1ccc(S(=O)(=O)Nc2ccccc2)cc1	-6	-0.4	-3	.	0.7	.	-1	1	-1	-4
C[C@H](NC(=O)c1ccccc1)C(=O)OCC(=O)Nc1ccc2c(c1)OCO2	-12	-0.8	-3	.	0.3	.	4	4	-8	6
COc1cc(SC)ccc1C(=O)OCC(=O)NC1CCCCC1	-6	-0.6	-14	1	0.3	24	-9	11	9	4
CC(CCc1ccccc1)NS(=O)(=O)c1ccc(Cl)c(C(=O)O)c1 (stereo unspecified)	0	-0.5	-8	2	0.2	-11	5	4	7	2
Oc1ccc(/C(Cc2ccc3ccccc3n2)=N\Nc2ccccc2)c(O)c1	.	1.4	-6	4	-0.4	16	-4	5	-4	19
CCN1CCC(=NNC(=O)CC23CC4CC(CC(C4)C2)C3)CC1	-15	i	-9	3	.	-5	13	0	9	3
O=C(CSc1nc(O)c(Cc2ccccc2)c(=O)[nH]1)Nc1nc2c(s1)CCCC2	-2	-0.3	8	5	-1.4	-26	3	-11	7	7
COc1ccc(C(=O)/C=C/c2ccccc2C(F)(F)F)cc1	-6	i	-9	3	.	20	5	-2	35	3
CC(OC(=O)CC(C)c1ccccc1)C(=O)Nc1ccc(Cl)cn1 (stereo unspecified)	-7	-0.4	.	.	3.3	.	-3	6	13	1
O=C(NCCO)C(=O)NCC1OCCCN1S(=O)(=O)c1ccc2c(c1)OCCO2 (stereo unspecified)	-6	i	-3	-2	0.7	18	-10	5	4	-2
O=C(Nc1ccccc1C(=O)N1CCOCC1)c1ccc(CSc2ccccc2)cc1	-7	i	-2	5	1.7	13	4	5	31	5
CCOc1cc(/C=N/N=C(\N)c2nonc2N)cc(Br)c1OCc1cccc2ccccc12	.	i	-8	-4	.	3	-4	-31	10	5
CCC(CC)c1nnc(NC(=O)c2ccc(S(=O)(=O)N3CCc4ccccc4C3)cc2)s1	-3	-0.6	-15	5	6.5	-10	7	0	11	-1
Cc1cc(C)c(S(=O)(=O)c2ccc(Cl)cc2)c(Cl)n1	-16	-0.2	4	1	3.6	2	1	2	12	-4
Cc1c2cccn2cc[n+]1C	-10	-6.2	-2	9	.	2	-26	3	-3	-2
CCOC(=O)c1c(NC2OC(=O)c3c2ccc(OC)c3OC)sc(C(=O)OC(C)(C)C)c1C (stereo unspecified)	-4	-0.7	5	-2	.	-13	10	3	16	-1
CCOc1ccc(/C=N/NC(=S)NC2CC3C=CC2C3)cc1 (stereo unspecified)	.	-0.3	-4	-5	-0.2	9	-3	4	9	-2
Cc1ccnc(NC(=O)c2cccc(S(=O)(=O)N3CCOCC3)c2)c1	-20	-2.8	-2	.	-0.4	.	1	-4	1	6
Cc1ccc(NC(=O)c2cc(NC(=O)/C=C\C(=O)O)ccc2N2CCCCC2)cc1	-4	-1.7	0	0	-2.1	14	13	0	15	2
COc1ccc(N2C(=O)CC(NCC#N)C2=O)cc1 (stereo unspecified)	-11	-1.3	6	-2	-0.3	28	-5	0	3	7
CC(C)NC(=O)/C=C/C(=O)O	3	i	-3	-2	1.6	23	21	4	2	-9
CCOC(=O)C1CCCN(C(=O)c2cc(=O)c3ccccc3o2)C1 (stereo unspecified)	5	-0.3	-1	-2	.	-10	20	8	5	9
C[C@@H]1CN([C@H](C)CO)C(=O)Cc2cc(NC(=O)Cn3cnnn3)ccc2O[C@@H]1CN(C)Cc1ccc(Cl)c(Cl)c1	8	i	2	.	0.0&0.4	.	-1	-2	16	-3
CC(NC(=O)C1CCN(S(=O)(=O)c2ccc3c(c2)NC(=O)CO3)CC1)c1ccccc1 (stereo unspecified)	-13	i	-2	-4	1.3	7	-10	-1	-3	1
CSc1cc(C)n(-c2ccc(Cl)cc2)c(=S)c1C(C)=O	4	i	8	5	.	2	5	3	-3	-7
CC(=O)Nc1ccc(C(=O)N/N=C/c2ccccc2OCc2ccccc2)cc1	.	i	-20	-2	-0.4	7	10	3	-2	12
Cc1cccc(NC(=O)CN(C)C(=O)C2CCCC2)c1C	-1	i	-15	.	0.9	.	6	4	0	-4
CC1(C(=O)NS(=O)(=O)c2ccccc2Cl)CCN1C(=O)CCC1CCCC1 (stereo unspecified)	.	-0.7	.	.	-6.8	.	15	.	-2	-5
COCCn1c(=N)c(C(=O)NCCc2ccc(OC)cc2)cc2c(=O)n3cccc(C)c3nc21	-4	1.1	-1	-5	.	-25	1	23	1	-35

Whole records, quoted from the list.
C[C@@H]1CN([C@H](C)CO)C(=O)Cc2cc(NC(=O)Cn3cnnn3)ccc2O[C@@H]1CN(C)Cc1ccc(Cl)c(Cl)c1 is listed as SSB-PriA inh = 8; BH1578 lux ind = i; Rv3671c protease = 2; 3CLpro inhibitor = .; TcdB GH inh = 0.0&0.4; DUSP3 inh = .; CCHFV vOTU inh = -1; MazF activator = -2; Yp Topo-I inh = 16; PrPC surface inh = -3
CCOC(=O)c1c(NC2OC(=O)c3c2ccc(OC)c3OC)sc(C(=O)OC(C)(C)C)c1C (stereo unspecified) is listed as SSB-PriA inh = -4; BH1578 lux ind = -0.7; Rv3671c protease = 5; 3CLpro inhibitor = -2; TcdB GH inh = .; DUSP3 inh = -13; CCHFV vOTU inh = 10; MazF activator = 3; Yp Topo-I inh = 16; PrPC surface inh = -1

(continued)
SMILES	SSB-PriA inh	BH1578 lux ind	Rv3671c protease	3CLpro inhibitor	TcdB GH inh	DUSP3 inh	CCHFV vOTU inh	MazF activator	Yp Topo-I inh	PrPC surface inh
Cn1c(NC(=O)c2ccccc2)cc(=O)n(C)c1=O	-22	-0.2	4	-4	0.7	42	-4	9	2	4
CCN(CC)c1ccc(NC(=O)c2cccc(OC)c2)c(C)c1	-5	-0.4	1	1	.	-1	-11	-5	1	6
COc1ccc(NC(=O)C2(c3ccc(NC(=O)c4ccc(OC)c(OC)c4)cc3)CCCC2)cc1	-6	-2.9	-21	6	.	10	4	1	4	-6
Cc1ccc(NC(=O)c2cc3ccccc3o2)cc1S(=O)(=O)N(C)C	-13	-3.1	.	1	.	27	-2	-2	4	0
Cc1cc(C)c2oc(C(=O)N(Cc3cccs3)C3CCS(=O)(=O)C3)cc(=O)c2c1 (stereo unspecified)	9	i	-2	0	0.6	21	2	-16	25	2
Cc1cccc(OCC(=O)Nc2ccccc2N2CCN(C(=O)C(C)C)CC2)c1C	-8	i	-3	-1	.	9	6	3	38	3
